HSP90 refold inh: HSP90 inhibitors, primary screen, cell lysate, luminescence | Heat shock protein HSP 90 (rabbit reticulocyte lysate; luciferase refolding) | Rabbit reticulocyte lysate, luciferase refolding luminescence, 3 h | inhibition, % at 5.6 µM | hit rate 0.91% among 290,000 | AID 1789, 2009;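 active = inhibition above the screen-wide mean plus 3 SD, computed separately per campaign, cut at about 16% in these data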;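 note: 0% = DMSO wells and 100% = 60 µM geldanamycin wells; inhibitors lower the luminescence because luciferase stays unfolded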
HSF1 inh: HSF1 inhibitors in luciferase reporter cells, primary screen, cell-based, NIH3T3, luminescence. hit rate 0.77% among 300,000. activity change, negative = inhibition, % at 7.5 µM (by protocol). NIH3T3-HGL HSE-luciferase, MG132-induced, luminescence 8 h; stronger effect = lower value;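 active = more than half of replicate wells show activity change below -50%, luminescence cut by over half; inconclusive = some wells, but at most half, below -50%; inactive = no replicate well below -50%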;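 note: luciferase reports HSF-1 transcriptional activity via heat shock element; 0% = median of DMSO wells and -100% = zero luminescence signal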
AI-2 QS modul: Vibrio harveyi AI-2 quorum sensing modulators, primary screen, JMH597 strain, luminescence/OD600 ratio | hit rate 0.4% among 300,000 | AID 2094, 2009 | Vibrio harveyi JMH597 AI-2 luminescence/OD600 ratio, 9 h; stronger effect = lower value; strain lacks LuxN and CqsS sensors; 0 = neutral-control median | activity change, % at 7.5 µM; in the data active = activity change below about -75%, passing the limit was not always enough; inconclusive = no clear call, values can overlap the other calls;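 note: luminescence divided by OD600 gain over 9 h not by final OD600 alone; inactives centre near 13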
HDAC3 inhib: HDAC3 deacetylase inhibitors, primary screen, biochemical, fluorescence, cell-free homogeneous. Histone deacetylase 3 (Homo sapiens), O15379. recombinant HDAC3, fluorogenic peptide/trypsin coupled. inhibition, % at 8.3 µM. hit rate 0.15% among 320,000; in the data active = inhibition above about 26%, passing the limit was not always enough; inconclusive = no clear call, values can overlap the other calls
Target sequence (O15379 whole entry, looked up): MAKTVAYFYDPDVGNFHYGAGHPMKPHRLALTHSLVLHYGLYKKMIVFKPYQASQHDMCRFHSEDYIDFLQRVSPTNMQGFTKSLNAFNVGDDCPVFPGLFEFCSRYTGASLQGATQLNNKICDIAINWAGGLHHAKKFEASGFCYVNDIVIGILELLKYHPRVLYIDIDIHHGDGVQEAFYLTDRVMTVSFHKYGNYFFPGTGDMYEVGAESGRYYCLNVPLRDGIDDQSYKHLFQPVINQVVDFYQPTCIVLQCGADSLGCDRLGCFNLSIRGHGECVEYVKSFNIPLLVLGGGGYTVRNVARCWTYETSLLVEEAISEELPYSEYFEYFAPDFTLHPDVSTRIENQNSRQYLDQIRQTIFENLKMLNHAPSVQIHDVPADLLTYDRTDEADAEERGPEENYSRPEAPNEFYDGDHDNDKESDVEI
GSK3 alpha inh: blockers of GSK3A enzyme activity – biochemical, luminescence, cell-free homogeneous, HTS, primary screen; Glycogen synthase kinase-3 alpha (Homo sapiens), P49840; GSK-3 alpha kinase, ADP-Glo luminescence, 60 min; inhibition, % at 10 µM; hit rate 0.1% among 320,000;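 in the data active = inhibition above about 50%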;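 note: GST-tagged GSK-3 alpha with peptide substrate and 25 µM ATP; 0% = DMSO neutral wells and 100% = GW8510 positive control wells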
Target sequence (P49840 whole entry, looked up): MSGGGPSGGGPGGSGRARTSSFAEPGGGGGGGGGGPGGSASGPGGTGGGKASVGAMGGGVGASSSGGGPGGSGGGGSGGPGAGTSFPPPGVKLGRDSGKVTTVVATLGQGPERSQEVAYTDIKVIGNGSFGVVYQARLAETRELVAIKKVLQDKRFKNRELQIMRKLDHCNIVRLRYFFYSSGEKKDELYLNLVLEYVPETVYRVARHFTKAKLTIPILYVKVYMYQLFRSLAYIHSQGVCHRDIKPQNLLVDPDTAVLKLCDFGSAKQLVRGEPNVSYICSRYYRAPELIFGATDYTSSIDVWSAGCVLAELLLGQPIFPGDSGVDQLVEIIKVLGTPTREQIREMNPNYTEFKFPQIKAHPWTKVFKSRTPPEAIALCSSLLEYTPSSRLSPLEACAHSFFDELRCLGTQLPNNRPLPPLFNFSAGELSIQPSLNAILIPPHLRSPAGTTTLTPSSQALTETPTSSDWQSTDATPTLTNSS
HSF-1 act: HSF-1 activators, primary screen, NIH3T3-HGL cells, MG132 stress, luminescence, single point | activation, % at 9 µM | AID 504408, 2011 | NIH3T3-HGL HSF-1 luciferase reporter, 8 h; 100% = twice DMSO control signal | hit rate 1.7% among 300,000;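 active = mean replicate activation of at least 50% with a set share of replicates each reaching 50%; inconclusive = only one of those two conditions met; inactive = mean below 50% and too few replicates reaching it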;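 note: 0% = median of the neutral control wells and 100% = twice that signal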
PolyA inh: polyadenylation inhibitors in yeast reporter cells, primary screen, luminescence, S. cerevisiae; S. cerevisiae SKY197-pL101 polyadenylation reporter, beta-gal luminescence; efflux-impaired pdr1/pdr3 knockout yeast; score 100 = 6 SD above DMSO; calls only at 12 µM; hit rate 0.02% among 300,000; AID 1875, 2009;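 active = lowest replicate activity score at least 50, where 100 means six control SD above control mean; inconclusive = lowest score under 50 but half or more replicates reach 50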;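 note: yeast exposed to compound for 9 h at 30 °C; higher score means more reporter readthrough which indicates perturbed polyadenylation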
GSK3B inh: human GSK3beta kinase inhibitors, primary screen, biochemical, cell-free homogeneous, HTS | GST-GSK3beta kinase, ADP-Glo luminescence, 60 min; stronger effect = lower value | activity score (negative = inhibition), % at 10 µM | hit rate 0.038% among 300,000;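 active = more than half of replicate wells score below -50%, meaning over 50% inhibition versus plate controls; inconclusive = some replicates but at most half score below -50%; inactive = no replicate scores below -50%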;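 note: 0% = median DMSO wells and -100% = median GW8510 positive control wells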
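Test system: GST-tagged human GSK3beta kinase, cell-free; evaluation: activity score scaled between in-plate DMSO and GW8510 controls; measured by: ADP-Glo luminescence; incubation: 60 min reaction, RT; benchmarks: DMSO and 20 µM GW8510; reagent: peptide substrate plus 25 µM ATP (final); medium: Tris/MgCl2 kinase buffer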
Platelet DG rel: inhibitors of platelet dense granule secretion, primary screen, cell-based, MLPCN, human platelets | human platelet-rich plasma, SFLLRN dense granule ATP release, luminescence | inhibition, %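 (compounds screened at 7.5 µM in platelet-rich plasma)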 | hit rate 0.22% among 300,000 | AID 1663, 2009;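 active = mean replicate score, as percent of positive control, at or above 50; inconclusive = mean below 50 but at least one replicate at or above 50; inactive = mean and every replicate below 50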
Dyrk1A ADPGlo: rat Dyrk1A kinase inhibitors, primary screen, biochemical, single point, plate reader | Dual specificity tyrosine-phosphorylation-regulated kinase 1A (Rattus norvegicus), Q63470 | ADP-Glo luminescence, NFATc1 peptide | inhibition, % at 12.5 µM | hit rate 0.43% among 310,000 | AID 504441, 2011; in the data active = inhibition above about 50%;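 note: plate controls were vehicle with enzyme for no effect and no enzyme for full effect; many of its hits are not listed in these tables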
Active calls of the source: *; i = inactive; ? = inconclusive; . = no result given.

Values run as follows: HSP90 refold inh | HSF1 inh | AI-2 QS modul | HDAC3 inhib | GSK3 alpha inh | HSF-1 act | PolyA inh | GSK3B inh | Platelet DG rel | Dyrk1A ADPGlo
Cc1csc(C(=O)O)c1-n1cccc1
  4 | 0 | 17 | -1 | -6 | -1 | i | 8 | -2 | -5
CCCc1[nH]nc2c1C(c1ccc(OC)c(Cn3nc(C)c(Br)c3C)c1)C(C#N)=C(N)O2 (stereo not drawn)
  -3 | 4 | 2 | 6 | 0 | 13 | i | -4 | -1 | 2
Cc1nc(C)n(CC(=O)N2CCCC(C(=O)c3ccc(Cl)cc3C)C2)n1 (stereo not drawn)
  -5 | . | 32 | -5 | -1 | . | i | 1 | 5 | -3
CCn1c(CSc2nc3ccccc3s2)nnc1SCC(=O)c1ccc(Cl)cc1
  3 | 16 | 17 | 0 | -1 | 11 | i | 3 | -24 | -4
O=C(NCCS(=O)(=O)NCc1ccccn1)c1ccccc1
  . | 3 | 17 | 3 | -3 | 5 | i | -6 | 6 | 0
CCOC(=O)c1ccc(NC(=O)Cn2cc3c(n2)CCC(C)C3)cc1 (stereo not drawn)
  3 | 3 | 25 | 0 | -2 | 18 | i | 5 | 1 | -4
CC(=O)NC(=S)Nc1ccc(NC(=S)NC(=O)c2ccc([N+](=O)[O-])cc2)cc1
  -2 | 3 | 33 | 3 | 0 | -9 | i | 1 | 2 | -2
COc1ccc(NC2=NCC(Cc3ccc(Br)cc3)S2)cc1 (stereo not drawn)
  1 | 9 | -4 | 0 | -6 | 31 | i | 1 | 5 | 2
CCOC(=O)C1(Cc2ccccc2C)CCCN(C(=O)CCc2c(C)noc2C)C1 (stereo not drawn)
  -2 | 6 | 6 | 3 | -3 | -11 | i | 3 | 2 | -4
C=CCn1c(=O)/c(=C\c2ccsc2)s/c1=C(/C#N)C(=O)NCCN1CCOCC1
  6 | 1 | 13 | 1 | -4 | -12 | i | 1 | 2 | 5
COc1ccc(C(=O)OCC(=O)NC2CCCC2)c(OC)c1
  -2 | 5 | 13 | -2 | 1 | 3 | i | 1 | 5 | 10
Cc1cc(C(=O)CN2C(=O)NC3(CCCc4ccccc43)C2=O)c(C)n1Cc1cccs1 (stereo not drawn)
  -2 | 23 | -9 | 6 | 0 | 24 | i | -2 | -2 | -3
CC(Oc1ccc2c3c(c(=O)oc2c1)CCC3)C(=O)NCCN1CCOCC1 (stereo not drawn)
  -2 | -8 | 8 | -11 | 0 | 6 | i | 3 | 0 | -3
COc1ccc(OCC(O)CN2C(=O)c3ccccc3S2(=O)=O)cc1 (stereo not drawn)
  -7 | 0 | 14 | 1 | -2 | 5 | i | 0 | 10 | -7
COc1cccc2c(=O)ccoc12
  -2 | -6 | 14 | -11 | . | 1 | i | 0 | -13 | 1
COc1ccc(NC(=O)c2c(OC)cccc2OC)c(OC)c1
  -2 | 2 | 10 | -2 | -2 | 2 | i | 1 | 1 | 8
CCN1CCCC1CNC(=O)C1CCCN(S(=O)(=O)c2cccc3nsnc23)C1 (stereo not drawn)
  1 | 6 | 9 | 7 | 1 | -7 | i | -2 | -3 | -5
COc1cccc(-c2cc(C(=O)N3CCN(c4ccc(F)cc4)CC3)no2)c1
  0 | -7 | . | -3 | -2 | -2 | i | . | 7 | 3
Cc1cccc(-n2nnnc2-c2cnccc2C(F)(F)F)c1C
  3 | -5 | 5 | -2 | -2 | 0 | i | -1 | -3 | 1
CCc1noc(C)c1C(=O)N1CCCC(N2CCN(c3ccc(F)cc3)CC2)C1 (stereo not drawn)
  -2 | -5 | 14 | -6 | -1 | 6 | i | 1 | -3 | 1
COC(=O)c1cnn(-c2ccccc2)c1/C=N/NC(=S)Nc1ccc(Cl)cc1
  -2 | 3 | 7 | -8 | 1 | -6 | i | 4 | -1 | .
CCOC(=O)N/N=C\c1ccc([N+](=O)[O-])s1
  -1 | 9 | 2 | -2 | 1 | 8 | i | 3 | 1 | 1
Oc1ccc(Cl)cc1C=Nc1ccc(Br)cc1
  1 | 15 | 28 | -7 | 9 | 20 | i | -1 | 3 | 0
C/C(=N\OCc1nc2ccccc2c(=O)n1/N=C/c1cc(C)cc([N+](=O)[O-])c1O)c1ccccc1
  1 | 2 | 60 | -3 | 2 | -4 | i | 0 | 8 | -9
CCn1cc(C(=O)NCc2cccnc2)c(=O)c2cc(F)c(N3CCN(C(=O)c4ccco4)CC3)cc21
  -1 | -5 | 43 | -29 | 1 | 7 | i | 0 | 7 | -5
CN(C)/C=C/C(=O)c1cnc2sccn2c1=O
  -1 | -4 | 17 | 3 | 0 | -7 | i | 1 | 1 | -6
Cc1ccccc1-n1cc(CNC(=O)C2CCC(=O)N(C3CC3)C2)cn1 (stereo not drawn)
  -5 | -7 | 14 | 19 | 0 | 3 | i | 4 | -4 | -4
CCCn1nc(C(=O)Nc2nnc(CC)s2)c2ccccc2c1=O
  -1 | 4 | 6 | 7 | -1 | -2 | i | 2 | 5 | 5
Cc1ccc(NC(=S)NCCN2CCOCC2)cc1C
  -1 | -8 | 10 | 3 | -1 | -7 | i | 5 | -19 | 3
CN1CCCN(Cc2ccc(Cl)cc2Cl)CC1
  1 | -12 | 21 | -1 | -1 | 1 | i | 0 | -6 | 0
C[n+]1cn(/N=C/c2ccccc2)c2ccccc21
  3 | 2 | 3 | 5 | 0 | 5 | i | -2 | 9 | 6
O=C(NCc1ccco1)c1cc(-c2ccco2)on1
  2 | 6 | 20 | 0 | 0 | 9 | i | -3 | 3 | .
O=S1(=O)N=C(Nc2nncs2)c2ccccc21
  2 | -6 | 2 | 10 | 2 | -1 | i | 4 | -3 | 1
Cc1cccc(C)c1NC(=S)N(Cc1cccnc1)Cc1ccccc1Cl
  0 | -3 | 23 | 1 | . | 0 | i | 6 | 4 | .
Cc1ccc(NS(=O)(=O)c2ccc3[nH]c(=O)c(=O)[nH]c3c2)cc1Cl
  0 | -1 | 1 | -2 | 0 | 3 | i | 1 | 4 | 0
CCCNC(=O)Cn1c(=O)oc2cc(S(=O)(=O)N3CC(C)CC(C)C3)ccc21 (stereo not drawn)
  0 | -9 | 39 | 2 | -1 | 2 | i | 0 | -11 | -1
O=C(Nc1ccc2c(c1)OCO2)C1CCN(S(=O)(=O)c2cccs2)CC1
  1 | -6 | 39 | 4 | -5 | 22 | i | 0 | -2 | 4
COc1ccc(OC)c(CNS(=O)(=O)c2cc(CN3C(=O)c4cccnc4C3=O)ccc2OC)c1
  -2 | 4 | 3 | 4 | 4 | 10 | i | 4 | -3 | -2
CCC(=O)Nc1cc(C(=O)O)ccc1Sc1ccc(Cl)cc1
  -1 | -3 | 16 | 0 | -4 | -3 | i | 2 | 1 | 3
Cc1ccsc1/C=N/Nc1ccc(C(=O)O)cc1
  68* | -48 | -91* | 2 | -3 | -48 | i | -4 | 23 | 7
Cn1cc(/C=C/c2nc3ccccc3c(=O)n2-c2cccc([N+](=O)[O-])c2)c2ccccc21
  5 | -2 | 18 | -3 | 0 | 5 | i | 0 | 3 | -3
COc1ccccc1C(=O)NCC(=O)OCC(=O)Nc1cccc(S(=O)(=O)N(C)C)c1
  0 | -13 | 19 | -3 | -1 | -25 | i | 0 | 6 | -1
COc1ccc(Nc2cc(C(=O)NCc3ccco3)c3ccccc3n2)c(OC)c1
  0 | 3 | 8 | -2 | 0 | 30 | i | 3 | 6 | 2
Cc1ccc(OCCn2cc(/C=C(\C#N)C(=O)NCC3CCCO3)c3ccccc32)cc1C (stereo not drawn)
  -1 | 16 | 0 | 6 | -3 | 21 | i | 1 | 16 | 2
CCOC(=O)c1c(C)[nH]c(C)c1S(=O)(=O)N(C)CC(=O)NCc1cccc(Br)c1
  -3 | 4 | 43 | 6 | -1 | 11 | i | -3 | 5 | 6
N#C/C(=C\c1ccccc1Br)C(=O)NC1CC1
  -2 | -2 | 43 | -1 | 3 | -5 | i | 3 | 15 | -2
Cc1c(NS(=O)(=O)c2cccc(C(=O)O)c2)c(=O)n(-c2ccccc2)n1C
  -1 | -2 | 32 | 1 | -3 | 4 | i | 1 | 9 | -3
CCCCNC(=O)/C(=C\c1ccc([N+](=O)[O-])o1)NC(=O)c1ccccc1
  3 | -1 | 9 | -3 | -2 | -1 | i | 0 | 6 | -4
COc1ccc2[nH]c3nc(SCC(=O)Nc4cccc(NC(C)=O)c4)nnc3c2c1
  4 | 13 | -17 | -1 | -2 | 12 | i | -2 | -22 | .
CC1(C)Cc2noc(N)c2C(C)(C)N1OC(=O)c1cccs1
  1 | 5 | 11 | 1 | 1 | -4 | i | 1 | 1 | -3
O=C(O)COc1ccccc1/C=N/NC(=O)CSc1nc2ccccc2n1Cc1ccccc1Cl
  3 | . | 5 | 7 | -1 | . | i | 6 | -2 | -5
O=C(Nc1nnc(-c2cccnc2)s1)c1cccs1
  1 | 2 | 19 | -11 | -3 | 4 | i | -1 | ? | -2
Cn1nnnc1SCc1ccc(C(=O)Nc2nccs2)cc1
  -1 | -6 | 27 | 0 | 14 | 1 | i | -1 | -1 | -2
CCN(CC)c1ccc(C(=O)N/N=C/c2ccccc2OC(F)F)cc1
  -1 | 2 | 22 | ? | 9 | 17 | i | 2 | 4 | 1
Cc1ccc(NC(=O)CN(C)C(=O)COC(=O)CNS(=O)(=O)c2ccc(F)c(F)c2F)cc1
  . | 3 | 16 | . | . | -9 | i | 4 | 6 | -6

Records listed so far shown as hits in HSP90 refold inh:
Values run as follows: HSP90 refold inh | HSF1 inh | AI-2 QS modul | HDAC3 inhib | GSK3 alpha inh | HSF-1 act | PolyA inh | GSK3B inh | Platelet DG rel | Dyrk1A ADPGlo
Cc1ccsc1/C=N/Nc1ccc(C(=O)O)cc1
  68* | -48 | -91* | 2 | -3 | -48 | i | -4 | 23 | 7

Some of the compounds tested. The share of hits here may be higher or lower than overall.
